PG9 binder: PG9 antibody binding by small molecule; TR-FRET gp120-PG9 antibody binding; inhibition, % at 6.7 µM; actives 0.43% (n = 360,000); AID 624416; in the data active = inhibition above about 8.5%
Rev-erbA mod: modulators of human Rev-erb alpha DNA binding; P20393; Rev-erbα–FITC-DNA binding, fluorescence polarization, 90 min; activity, % at 10 µM; actives 0.79% (n = 370,000); AID 1259318;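 active = activity above about 14%, limit read from the data; passing the limit was not always enough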;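 note: 0% = DMSO wells with 35 nM protein and 100% = DMSO wells with 750 nM protein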
ASAP1 inh: ASAP1 ArfGAP inhibition; Q9ULH1; ASAP1-stimulated ARF1 GTP hydrolysis, GDP FP detection; inhibition, % at 16.5 µM; actives 0.19% (n = 360,000); in the data active = inhibition above about 25%;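 note: 0% = vehicle with enzyme and substrate and 100% = no enzyme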
Target sequence (Q9ULH1 325-724 limits assumed): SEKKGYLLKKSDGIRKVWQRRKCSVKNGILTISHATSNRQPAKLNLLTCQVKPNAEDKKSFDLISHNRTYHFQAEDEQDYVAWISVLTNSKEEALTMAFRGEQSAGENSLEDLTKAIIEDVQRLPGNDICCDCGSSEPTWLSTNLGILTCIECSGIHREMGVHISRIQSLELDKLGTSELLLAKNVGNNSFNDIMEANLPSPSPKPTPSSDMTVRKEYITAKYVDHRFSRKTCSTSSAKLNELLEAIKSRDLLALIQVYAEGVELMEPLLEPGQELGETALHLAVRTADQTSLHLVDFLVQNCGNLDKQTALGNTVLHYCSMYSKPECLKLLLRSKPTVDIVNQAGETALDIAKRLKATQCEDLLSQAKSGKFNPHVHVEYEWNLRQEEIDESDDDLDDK
GC-A act: GC-A (human) enzyme activation | P16066 | HEK293 GC-A cells, cGMP TR-FRET, EC30 ANP; 0% at EC30 ANP, 100% saturating ANP | activation, % at 10 µM | actives 0.14% (n = 370,000); in the data active = activation above about 40%
ARFGAP1 inh: rat ARFGAP1 inhibition | Q62848 | Arfgap1-stimulated ARF1 GTP hydrolysis, GDP FP detection | inhibition, % at 16.5 µM | actives 0.26% (n = 360,000);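 active = inhibition above a per-plate limit, mean inhibition of low control wells plus 3 SD, cut at about 25% in these data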;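 note: 0% = DMSO wells with enzyme and 100% = wells lacking Arfgap1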
Target sequence (Q62848 1-136 limits assumed): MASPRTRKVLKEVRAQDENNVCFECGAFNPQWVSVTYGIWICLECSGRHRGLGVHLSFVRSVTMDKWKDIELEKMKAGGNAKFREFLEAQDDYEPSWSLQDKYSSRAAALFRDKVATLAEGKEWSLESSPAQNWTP
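Material – truncated rat Arfgap1 GAP domain · Buffer or medium – HEPES-based buffer, pH 7.5 · Reagent – human ARF1(Δ1-17)-GTP substrate · Dosing – 16.5 µM single point, 1.26% DMSO · Schedule – GTP hydrolysis reaction 2 h at 25 °C · Technique – GDP detection by fluorescence polarization · Benchmarks – No-Arfgap1 wells (100%) versus DMSO full-reaction wells (0%) · Repeats – single replicate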
HTRA1 inhibitor: HTRA1 (human) protease inhibition | recombinant HTRA1, FP-rhodamine activity-based probe, fluorescence polarization | actives 0.5% (n = 340,000) | inhibition, % at 5.96 µM | Q92743; in the data active = inhibition above about 36%;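 note: 0% = enzyme with DMSO and 100% = wells lacking enzyme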
Target sequence (Q92743 whole entry, looked up): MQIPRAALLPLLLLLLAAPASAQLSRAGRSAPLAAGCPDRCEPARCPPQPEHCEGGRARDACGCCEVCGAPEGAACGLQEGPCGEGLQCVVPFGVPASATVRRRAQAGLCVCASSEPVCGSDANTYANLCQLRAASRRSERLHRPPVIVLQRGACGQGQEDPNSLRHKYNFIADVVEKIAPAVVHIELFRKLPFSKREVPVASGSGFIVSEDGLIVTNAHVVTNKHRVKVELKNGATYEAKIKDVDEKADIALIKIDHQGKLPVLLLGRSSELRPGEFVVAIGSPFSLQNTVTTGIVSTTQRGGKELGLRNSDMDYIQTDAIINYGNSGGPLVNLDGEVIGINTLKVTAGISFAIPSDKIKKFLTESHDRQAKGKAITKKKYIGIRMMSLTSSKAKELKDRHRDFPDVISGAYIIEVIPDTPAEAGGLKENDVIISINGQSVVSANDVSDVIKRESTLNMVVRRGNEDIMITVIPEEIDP
SMARCA2 act: increases SMARCA2 function in MMTV reporter cells. activation, % at 9.1 µM. AID 652017. actives 1% (n = 370,000). MG213 cells, MMTV-luciferase reporter, dexamethasone, overnight; in the data active = activation above about 7.8%;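 note: 0% = vehicle wells and 100% = reference activator wells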
ABHD4 inh: inhibitors of mouse ABHD4; Q8VD66; purified mABHD4, FP-Rh probe fluorescence polarization; inhibition, % at 8.92 µM; actives 0.54% (n = 370,000);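 active = inhibition exceeding the mean over every tested compound plus 3 SD, cut at about 30% in these data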;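 note: 0% = plate median of compound wells and 100% = S159A mutant with DMSO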
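Assay system: mABHD4 protein; medium: HEPES pH 7.0, NaCl, Pluronic buffer; dosing: 8.92 µM, single dose; schedule: 45 min + 60 min at 25 °C; signal: FP readout, ex 525 nm / em 598 nm; read-out: normalized percent inhibition of probe labeling; repeats: single replicate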
rCAG binder: binds r(CAG) RNA repeats. r(CAG) RNA repeat, TO-PRO-1 dye displacement fluorescence. inhibition, % at 3 µM. actives 1.3% (n = 370,000). AID 651821;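 active = inhibition above the plate cutoff, the mean of all test compounds on that plate plus 3 SD, cut at about 35% in these data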;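 note: 0% = DMSO alone and 100% = 100 µM mitoxantrone as full dye displacement; higher means more dye released from RNA so lower well fluorescence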
NPR2 activator: GC-B (human) receptor activation. P20594. HEK293-GC-B cells, CNP EC30, cGMP TR-FRET; 0% at EC30 CNP, 100% saturating CNP. activation, % at 10 µM. actives 0.11% (n = 370,000);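 active = activation at 10 µM reaching about 35% in either raw or pattern-adjusted values, limit read from the data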
Numbers without * were called inactive; / = no result given. Not a hit list, and some 4.4% of all compounds hit somewhere here.

SMILES	PG9 binder	Rev-erbA mod	ASAP1 inh	GC-A act	ARFGAP1 inh	HTRA1 inhibitor	SMARCA2 act	ABHD4 inh	rCAG binder	NPR2 activator
COc1ccc(CC(NC(C)=O)C(=O)NC2CCN(c3ncccc3[N+](=O)[O-])CC2)cc1 (centres undefined)	-1.2	3	-5	-9	-15	2	4	-2	-5	5
Cc1ccc(S(=O)(=O)NCC(=O)Nc2ccc3c(c2)OCCO3)cc1	1.1	6	11	2	-2	2	-2	2	0	3
O=C(CSc1ncnc2c1cnn2-c1ccccc1)NC1CCCC1	-0.6	-4	1	-3	3	1	-2	-5	2	-5
COC(C[C@@H](O)[C@H](C)[C@H](O)COCc1ccccc1)OC	-2.4	-4	1	-1	-9	1	0	2	2	2
CN(Cc1ccccc1)C(=O)C1CCN(S(=O)(=O)c2cccc3nonc23)CC1	0.4	4	0	-1	5	-2	2	2	2	4
Cc1ccoc1C(=O)NCCNc1ccc(Cl)cc1[N+](=O)[O-]	-3.0	-1	1	-9	0	-6	2	-3	1	-12
O=C(Cn1c2c(c(-c3ccccc3Cl)cc1=O)CCC2)NCC1CCCO1 (centres undefined)	0.6	5	-19	1	11	0	-2	2	-8	0
CC(CCN1CCC(C(O)(c2ccccc2)c2ccccc2)CC1)Oc1ccc(C(F)(F)F)cc1 (centres undefined)	/	-1	/	-4	/	/	1	12	3	-2
Cc1cccc(OCCC(=O)OCc2csc(CC(=O)Nc3ccccc3C)n2)c1	-0.8	1	6	1	-1	-13	-1	13	-1	-2
Cc1ccc(-c2nc(-c3ccncc3)no2)cc1Cl	-1.1	4	11	-4	4	4	6	-2	0	-6

Some of these compounds in order of the ARFGAP1 inh value, largest number first:
canonical_smiles | ARFGAP1 inh
O=C(Cn1c2c(c(-c3ccccc3Cl)cc1=O)CCC2)NCC1CCCO1 (centres undefined) | 11
Cc1ccc(-c2nc(-c3ccncc3)no2)cc1Cl | 4
Cc1ccoc1C(=O)NCCNc1ccc(Cl)cc1[N+](=O)[O-] | 0
COc1ccc(CC(NC(C)=O)C(=O)NC2CCN(c3ncccc3[N+](=O)[O-])CC2)cc1 (centres undefined) | -15

Going on with the list:
SMILES	PG9 binder	Rev-erbA mod	ASAP1 inh	GC-A act	ARFGAP1 inh	HTRA1 inhibitor	SMARCA2 act	ABHD4 inh	rCAG binder	NPR2 activator
Cc1nc2ccccc2nc1OCC(=O)NCC(F)(F)F	0.9	-6	-2	4	2	7	-5	8	-3	0
CCOC(=O)Cn1cc(C(=O)C2CC2)c2ccccc21	1.9	5	13	4	-1	4	-2	-1	-2	-1
O=C(CC1CCCCC1)N1CCN(c2ccccn2)CC1	-0.9	3	4	0	11	3	-2	-9	0	-2
O=C(NCCCCc1ccccc1)Nc1ccc(F)cc1	1.5	-2	6	0	3	-16	-1	-4	1	0
O=C1C[C@@H]2c3c(cccc3CN1Cc1ccc(Cl)cc1)C[C@@H](O)[C@H]2O	-1.2	-1	-6	1	2	1	-1	5	-3	-3
CN1CCCCC(NC(=O)C23CC4CC(CC(C4)C2)C3)C1=O (centres undefined)	1.2	0	5	3	-11	/	-3	3	-1	-5
CCOc1ccc(N2C(=O)CN(c3cccc4ccccc34)C2=S)cc1	0.1	4	3	0	0	-5	2	1	4	-1
COc1cnn(-c2cc(Oc3ccc(C)cc3)ncn2)c(=O)c1Cl	-0.9	-1	3	-3	-2	3	-5	5	-5	6
CN(CC(=O)O)S(=O)(=O)c1cccs1	-1.0	-2	-4	-1	-5	-2	-1	2	-1	2
Cc1ccc(Nc2ccc(C(=O)NC3CCCCC3)cn2)cc1	-0.3	-2	7	2	5	-5	0	1	-3	4
O=C(CCCCCNC(=O)N1CCn2c1nc1ccccc12)NCCc1ccccc1	-1.1	-2	-11	-4	8	-6	0	1	-9	-13
N#CCc1ccc(Oc2ncc(C(F)(F)F)cc2Cl)cc1	-0.8	0	-4	-3	-4	-3	1	3	-2	2
Cc1ccc(-c2n[nH]c(=S)n2/N=C/c2ccc(C(=O)O)cc2)cc1	2.1	0	0	4	-2	3	-1	1	2	5
O=Cc1cn(-c2ccccc2)nc1-c1ccc(F)cc1	-2.1	-1	-1	4	-14	-12	1	2	-1	-3
CC(C)c1ccc(C2C(C#N)=C(N)Oc3c2oc(CO)cc3=O)cc1 (centres undefined)	-0.4	-1	-2	3	12	-5	-2	-1	0	-3
Cc1c(O)ccc(/C=N/Nc2nc(-c3cccnc3)nc3ccccc23)c1O	-0.8	-2	27*	13	8	1	0	17	31	15
Nc1nnnn1/N=C/c1cc([N+](=O)[O-])ccc1O	-0.9	1	-1	1	9	6	1	2	1	-1
C=CCOc1cccc(C2C(C(=O)c3ccc(C)o3)=C(O)C(=O)N2Cc2ccncc2)c1 (centres undefined)	11*	-3	5	5	4	-3	-3	4	1	1
COc1cc(CCC(=O)Nc2cnc3ccccc3c2)cc(OC)c1OC	-0.5	-6	-8	0	-4	1	-2	3	-5	6
Cc1ccccc1NC(=S)NNC(=O)c1ccncc1	1.4	-2	7	3	3	-4	-3	5	-2	-4
Cc1cc2cc(CN(Cc3cccs3)C(=S)NCC3CCCO3)c(=O)[nH]c2cc1C (centres undefined)	-1.5	-4	13	5	1	0	1	-7	2	3
O=S1(=O)CCN2C=Nc3sc4c(c3C2=N1)CCCC4	-1.1	8	-9	2	-6	2	-2	-3	-1	-3
COC(=O)C1C(c2ccccc2)NC(=O)NC1(O)C(F)(F)Cl (centres undefined)	0.3	0	-5	3	2	5	0	5	-1	2
O=S(=O)(Cc1ccccc1)C(c1ccccc1)S(=O)(=O)Cc1ccccc1	-1.2	0	-13	-13	12	-13	-7	2	8	-5
COc1ccc(C(=O)C2CCN(C(=O)c3ccco3)CC2)cc1	-2.5	-5	8	-2	-7	1	-3	5	-1	0
CC(NC(=O)CCNS(=O)(=O)c1ccc2c(c1)c(=O)n(C)c(=O)n2C)c1ccccc1 (centres undefined)	0.5	-6	-6	6	8	5	-4	4	-3	-5
O=C(N/N=C/C(Cl)=C/c1ccccc1)c1ccncc1	-1.0	0	-5	1	-7	/	0	1	1	-7
CCOC(=O)CSc1nc2cc(C(=O)NCc3ccco3)ccc2c(=O)n1-c1ccc(F)cc1	/	1	/	-3	/	3	/	/	/	-10
CCn1c(CC(C)C)n[nH]c1=S	-1.2	0	-4	2	13	0	-2	4	-2	3
O=C(Nc1cccc(C(F)(F)F)c1)C(Sc1ncnc2ccccc12)c1ccccc1 (centres undefined)	-1.1	3	3	-2	10	-17	-4	-13	6	-1

Reformatted as labelled records: entries from further up
> CN(Cc1ccccc1)C(=O)C1CCN(S(=O)(=O)c2cccc3nonc23)CC1
  PG9 binder: 0.4
  Rev-erbA mod: 4
  ASAP1 inh: 0
  GC-A act: -1
  ARFGAP1 inh: 5
  HTRA1 inhibitor: -2
  SMARCA2 act: 2
  ABHD4 inh: 2
  rCAG binder: 2
  NPR2 activator: 4

> Cc1ccoc1C(=O)NCCNc1ccc(Cl)cc1[N+](=O)[O-]
  PG9 binder: -3.0
  Rev-erbA mod: -1
  ASAP1 inh: 1
  GC-A act: -9
  ARFGAP1 inh: 0
  HTRA1 inhibitor: -6
  SMARCA2 act: 2
  ABHD4 inh: -3
  rCAG binder: 1
  NPR2 activator: -12

> O=C(Cn1c2c(c(-c3ccccc3Cl)cc1=O)CCC2)NCC1CCCO1 (centres undefined)
  PG9 binder: 0.6
  Rev-erbA mod: 5
  ASAP1 inh: -19
  GC-A act: 1
  ARFGAP1 inh: 11
  HTRA1 inhibitor: 0
  SMARCA2 act: -2
  ABHD4 inh: 2
  rCAG binder: -8
  NPR2 activator: 0

> CC(CCN1CCC(C(O)(c2ccccc2)c2ccccc2)CC1)Oc1ccc(C(F)(F)F)cc1 (centres undefined)
  PG9 binder: /
  Rev-erbA mod: -1
  ASAP1 inh: /
  GC-A act: -4
  ARFGAP1 inh: /
  HTRA1 inhibitor: /
  SMARCA2 act: 1
  ABHD4 inh: 12
  rCAG binder: 3
  NPR2 activator: -2

(listing goes on)
SMILES	PG9 binder	Rev-erbA mod	ASAP1 inh	GC-A act	ARFGAP1 inh	HTRA1 inhibitor	SMARCA2 act	ABHD4 inh	rCAG binder	NPR2 activator
COc1ccc(C(CNC(=O)c2ccc(-c3ccccc3Cl)o2)N2CCCC2)cc1 (centres undefined)	1.0	3	17	-30	24	-39	6	4	1	-22
COc1ccc(N2CC(C(=O)NCCC3=CCCCC3)CC2=O)c(OC)c1 (centres undefined)	0.8	-11	1	1	-1	5	-1	-1	-7	3
COc1ccc(/C=N/NC(=O)c2c(Br)cnn2C)c2ccccc12	-1.0	-2	-2	10	3	-5	0	-2	1	7
c1ccc(C2=NOC(c3nnc(-c4ccccc4)o3)C2)cc1 (centres undefined)	-1.6	-3	14	1	0	-1	2	-1	2	1
COc1ccc(/C=C/C(=O)Nc2cc(S(=O)(=O)N3CCOCC3)ccc2N2CCCC2)cc1OC	-2.5	0	3	2	14	-3	5	-3	-1	3
CCCc1cc(=O)oc2cc(OCc3nn[nH]n3)ccc12	0.3	6	8	0	-2	6	-2	-3	3	5
COc1ccccc1C(=O)Nc1ccc(S(=O)(=O)N(C)c2ccccc2)cc1	4.2	2	0	-4	15	-36	-2	-11	3	-2
COc1nc(-c2ccccc2)c2cc(C)ccc2n1	1.7	0	-8	-7	2	0	-1	-3	-3	-2
NS(=O)(=O)c1ccc(NC(=O)CN2CCN(Cc3ccccc3)CC2)cc1	-0.7	-3	0	9	-6	-1	0	0	1	-1
COc1ccc(CC(=O)N2CCCc3ccccc32)cc1	0.5	-4	8	-5	-3	-6	1	6	0	2
C=CCSc1nnc2c(n1)-c1cccc3cccc-2c13	-3.1	1	11	2	8	-16	5	-8	8	-1
Cn1nnc(NC(=O)c2ccccc2F)n1	0.3	-9	-3	0	-3	-1	-2	2	1	0
NS(=O)(=O)c1ccc(CCNC(=O)c2ccc3nc4ccc(Cl)cc4c(=O)n3c2)cc1	-3.5	-2	-2	7	7	-17	2	-6	6	6
Cc1noc(C)c1C(=O)Nc1cccnc1	1.2	-1	0	1	-4	0	-3	2	0	-3
Cc1ccc(Cn2c(C)c(C(=O)NCc3ccc(Cl)c(Cl)c3)sc2=O)cc1	-0.8	-4	13	-3	-2	/	1	-4	4	-3

Compound activity deposited in PubChem by several laboratories.
